# High-throughput results deposited in PubChem by University of Kansas High Throughput Screening Laboratory.
# mHTT-CaM PPI inh = mutant huntingtin-calmodulin interaction inhibitors – biochemical, AlphaScreen, primary screen. inhibition, % at 15 µM. 190,000 compounds, 3.6% hits. AID 1671202, 2021. P42858. AlphaScreen His-mHTT/GST-CaM binding, luminescence;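 also: 0% = both proteins with DMSO and 100% = one protein alone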
# Target sequence (P42858 whole entry, looked up, stated change not applied): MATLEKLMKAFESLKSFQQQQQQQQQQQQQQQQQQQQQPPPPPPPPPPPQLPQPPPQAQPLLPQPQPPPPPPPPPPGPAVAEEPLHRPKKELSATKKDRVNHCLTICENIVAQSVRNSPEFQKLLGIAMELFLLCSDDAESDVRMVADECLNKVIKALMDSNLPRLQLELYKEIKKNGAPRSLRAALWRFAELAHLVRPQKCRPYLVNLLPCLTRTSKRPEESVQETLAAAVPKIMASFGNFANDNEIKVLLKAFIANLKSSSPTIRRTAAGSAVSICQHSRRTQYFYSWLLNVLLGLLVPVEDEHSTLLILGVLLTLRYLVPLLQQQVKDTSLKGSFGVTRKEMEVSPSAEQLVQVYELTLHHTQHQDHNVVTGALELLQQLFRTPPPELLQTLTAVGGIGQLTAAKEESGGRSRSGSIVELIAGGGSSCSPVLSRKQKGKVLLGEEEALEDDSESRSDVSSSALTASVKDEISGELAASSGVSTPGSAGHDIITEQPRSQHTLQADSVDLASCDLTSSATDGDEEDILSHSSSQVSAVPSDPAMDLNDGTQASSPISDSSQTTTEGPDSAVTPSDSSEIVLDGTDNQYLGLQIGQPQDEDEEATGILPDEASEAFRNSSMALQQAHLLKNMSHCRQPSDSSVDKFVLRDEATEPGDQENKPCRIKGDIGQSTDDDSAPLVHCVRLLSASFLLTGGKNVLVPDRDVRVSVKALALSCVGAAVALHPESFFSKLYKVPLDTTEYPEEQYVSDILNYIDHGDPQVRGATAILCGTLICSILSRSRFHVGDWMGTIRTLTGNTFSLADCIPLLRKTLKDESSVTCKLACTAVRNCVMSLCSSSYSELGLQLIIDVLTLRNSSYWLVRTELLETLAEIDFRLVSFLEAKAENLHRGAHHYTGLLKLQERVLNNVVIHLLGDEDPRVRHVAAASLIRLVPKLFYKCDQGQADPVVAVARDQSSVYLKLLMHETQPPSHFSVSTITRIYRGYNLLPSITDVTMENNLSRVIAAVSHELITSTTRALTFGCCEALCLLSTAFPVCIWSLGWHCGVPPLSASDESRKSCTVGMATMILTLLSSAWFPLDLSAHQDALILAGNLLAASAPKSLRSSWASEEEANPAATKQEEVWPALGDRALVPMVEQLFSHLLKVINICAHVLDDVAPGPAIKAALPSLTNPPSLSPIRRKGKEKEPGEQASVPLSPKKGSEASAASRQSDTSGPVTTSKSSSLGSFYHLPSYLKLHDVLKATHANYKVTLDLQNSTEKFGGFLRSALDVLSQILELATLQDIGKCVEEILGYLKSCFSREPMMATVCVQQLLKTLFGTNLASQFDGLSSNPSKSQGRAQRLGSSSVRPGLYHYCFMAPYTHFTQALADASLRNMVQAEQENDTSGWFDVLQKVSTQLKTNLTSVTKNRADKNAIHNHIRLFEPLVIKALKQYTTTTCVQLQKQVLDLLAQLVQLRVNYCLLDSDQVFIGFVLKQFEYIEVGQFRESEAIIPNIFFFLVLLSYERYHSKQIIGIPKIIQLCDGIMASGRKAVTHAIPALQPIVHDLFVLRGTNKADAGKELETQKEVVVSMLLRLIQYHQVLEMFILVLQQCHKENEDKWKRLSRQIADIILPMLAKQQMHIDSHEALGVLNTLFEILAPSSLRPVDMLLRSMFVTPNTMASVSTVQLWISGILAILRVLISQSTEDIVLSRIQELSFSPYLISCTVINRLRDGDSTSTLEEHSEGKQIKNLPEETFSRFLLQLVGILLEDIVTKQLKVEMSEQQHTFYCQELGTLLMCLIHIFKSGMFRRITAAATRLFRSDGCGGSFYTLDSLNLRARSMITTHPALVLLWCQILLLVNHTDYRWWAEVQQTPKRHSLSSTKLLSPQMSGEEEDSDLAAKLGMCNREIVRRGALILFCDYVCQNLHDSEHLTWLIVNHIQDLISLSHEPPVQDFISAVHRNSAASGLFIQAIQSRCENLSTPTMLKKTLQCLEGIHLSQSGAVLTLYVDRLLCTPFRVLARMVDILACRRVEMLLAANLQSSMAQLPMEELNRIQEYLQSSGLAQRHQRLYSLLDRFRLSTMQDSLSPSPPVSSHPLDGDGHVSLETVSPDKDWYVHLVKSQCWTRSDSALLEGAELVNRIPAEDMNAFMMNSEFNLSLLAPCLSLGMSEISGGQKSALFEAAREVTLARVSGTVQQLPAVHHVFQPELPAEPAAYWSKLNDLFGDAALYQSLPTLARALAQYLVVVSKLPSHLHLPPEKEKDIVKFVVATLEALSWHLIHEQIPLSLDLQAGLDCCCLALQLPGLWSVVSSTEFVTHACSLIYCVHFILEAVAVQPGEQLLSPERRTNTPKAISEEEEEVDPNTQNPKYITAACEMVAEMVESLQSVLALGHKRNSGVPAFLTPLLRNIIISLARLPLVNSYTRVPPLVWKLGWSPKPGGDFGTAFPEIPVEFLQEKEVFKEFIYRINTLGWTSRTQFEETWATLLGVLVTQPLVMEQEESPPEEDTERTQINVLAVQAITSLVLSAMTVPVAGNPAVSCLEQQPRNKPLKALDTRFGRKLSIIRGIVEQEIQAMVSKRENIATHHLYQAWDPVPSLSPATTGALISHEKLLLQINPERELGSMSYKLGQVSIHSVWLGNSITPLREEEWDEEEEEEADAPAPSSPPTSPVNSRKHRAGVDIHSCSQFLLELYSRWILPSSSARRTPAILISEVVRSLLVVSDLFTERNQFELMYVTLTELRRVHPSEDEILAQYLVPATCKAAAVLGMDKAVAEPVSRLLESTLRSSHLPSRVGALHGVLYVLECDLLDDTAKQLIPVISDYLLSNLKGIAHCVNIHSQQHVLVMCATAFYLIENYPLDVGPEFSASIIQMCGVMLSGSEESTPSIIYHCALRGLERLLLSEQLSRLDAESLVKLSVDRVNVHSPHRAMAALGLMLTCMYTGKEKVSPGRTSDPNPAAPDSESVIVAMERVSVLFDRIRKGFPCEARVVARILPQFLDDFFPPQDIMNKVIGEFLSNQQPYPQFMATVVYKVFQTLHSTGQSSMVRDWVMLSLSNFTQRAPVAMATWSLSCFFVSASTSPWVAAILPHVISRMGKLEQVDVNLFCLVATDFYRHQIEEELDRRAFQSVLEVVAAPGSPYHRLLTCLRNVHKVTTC
# Pf apPOL inh = Pf-apPOL inhibitors, biochemical, fluorescence; Plasmodium falciparum apicoplast DNA polymerase (apPOL); inhibition, % at 10 µM; 210,000 compounds, 0.25% hits; Recombinant Pf-apPOL, molecular beacon fluorescence, 1.5 h
# Starred values were filed as active, the others as inactive; i = inactive; / = not tested or not shown; & = joins results of further samples. Rule as the data show it: active = inhibition above about 50%; inactive = the rest.
No.	Molecule	mHTT-CaM PPI inh	Pf apPOL inh
1	NC(=O)c1cccc(S(=O)(=O)N2CCOCC2)c1	-4	-6
2	O=C(c1csc(COc2ccccc2Cl)n1)N1CCCCC1	-10	-5
3	COCCn1c(COc2ccccc2)nc2ccccc21	-12	-51
4	CC(C)N(C(=O)CSc1nc2ccccc2s1)c1ccccc1	-13	0
5	CC1=NN(c2ccc(-c3csnn3)cc2)C(=O)C1	/	4
6	CC1=CC(C)(C)N(C(=O)COc2nc3ccccc3s2)c2ccccc21	4	6
7	COc1ccc(C=C2OC(=O)c3cc([N+](=O)[O-])ccc32)cc1	/	-26
8	CON=C1CCCc2c(C(=O)NNS(=O)(=O)c3ccccc3Cl)sc(SC)c21	/	5
9	Cc1ccc(CNC(=O)N2CC=C(c3cn(C(C)C)c4ncccc34)CC2)cc1	44	-5
10	Cc1ccc(-c2cc(C(N)=O)c3cc(F)ccc3n2)cc1	/	-15
11	CCOc1ccc(C2C(C(=O)Nc3ccccc3OC)=C(C)Nc3nnnn32)cc1 (configuration not stated)	13	6
12	Cc1ccc(-c2csc(-c3cccn3CC(=O)N3CCN(C)CC3)n2)cc1	24	-8
13	CC(=O)N1CCc2cc(Br)cc(S(=O)(=O)CCC(=O)NCc3ccco3)c21	-2	-5
14	COc1ccc(CNc2ccc3c(c2)OCO3)cc1Br	96*	-5
15	O=S(=O)(O)c1cc(O)c(O)c(S(=O)(=O)O)c1	-5	/
16	O=[N+]([O-])c1ccc(-c2noc(-c3ccno3)n2)o1	/	-8
17	Cc1cc(C)cc(C(=O)N2CCC(c3ccn4ncc(C(=O)N5CCCCC5)c4c3)CC2)c1	6	-2
18	CCOc1ccc(C(=O)Nc2cccc(NC(=O)c3ccco3)c2)cc1Br	7	-1
19	COCCCN1C(=O)C(=O)C(=C(O)c2ccccc2)C1c1cccc(Br)c1 (configuration not stated)	-2	-5
20	Cc1cc(C)n(C(=O)CCC(=O)Nc2ccc(Cl)cc2Cl)n1	1	-10
21	CCCN(CCO)Cc1cc(OC)c(OC)cc1[N+](=O)[O-]	2	-12
22	O=C(CCS(=O)(=O)Cc1ccccc1Cl)NCc1ccccc1Cl	-12	-12
23	O=C(NCc1ccco1)C(=O)Nc1ccc2c(c1)N(S(=O)(=O)c1cccs1)CCC2	15	-5
24	CC(C)(C)c1ccc(NC(=O)CN2CCOCC2)c(NC(=O)c2cccs2)c1	/	-6
25	CCOc1ccccc1CNC(=O)CC1CCN(S(=O)(=O)c2cccs2)CC1	-7	-1
26	CCOc1ccc(C(=O)N2CCN(c3nc4ccncc4n(C)c3=O)CC2)cc1	0	-1
27	COc1ccc(-c2nc(C(=O)N(C)Cc3ccccc3)cs2)c(F)c1	-6	-6
28	CN1CCN(c2ncncc2N2CCC(C(=O)NCC3CCCO3)CC2)CC1 (configuration not stated)	-1	-3
29	Cc1ccc(CN2CCN(C3CCN(C(=O)NC4CCCCC4)CC3)C2=O)cc1	10	-1
30	CC(=O)c1cccc(NS(=O)(=O)c2cc(C(=O)Nc3ccccc3C)ccc2C)c1	7	-5
31	CC(=O)Nc1ccc(S(=O)(=O)N2CCC(c3cc4n(n3)CCCN(C)C4=O)CC2)cc1	-2	-4
32	Cc1ccc(C(=O)CC(Sc2ccccc2N)c2ccsc2)cc1 (configuration not stated)	/	-8
33	CCN(CCCNC(=O)c1c(C)cc(=O)oc1C)c1cccc(C)c1	64*	-9
34	Cc1sc2nc(SCC(=O)NCCO)[nH]c(=O)c2c1C	-2	-3
35	Cc1ccc(C2CCCN2C(=O)Cc2ccc(Cl)cc2)cc1 (configuration not stated)	58*	-1
36	COc1ccc(CNC(=O)c2cccc(N3CCNC(c4ccccc4)C3)n2)c(OC)c1 (configuration not stated)	97*	-4
37	Clc1cccc(-n2c(SCc3c(Cl)cccc3Cl)nnc2C2CC2)c1	/	5
38	O=C(NC1CCCC(O)C1)c1cccc2ccccc12 (configuration not stated)	-10	-2
39	CC(=O)Nc1ccc(S(=O)(=O)N2CCCC(C(=O)O)C2)cc1 (configuration not stated)	-3	-5
40	Cc1ccc(S(=O)(=O)NCCC(O)C(C)(C)C)s1 (configuration not stated)	-14	-12
41	O=C(NCc1ccc2c(c1)OCO2)Nc1ccccc1	-5	-8
42	COCCNC(=O)C1CCN(c2cc(Cl)ccc2C)C1=O (configuration not stated)	-1	-5
43	O=C(C[n+]1cccc(/C=N/O)c1)N1CCCCCC1	i	-24
44	CNCCCC1c2ccccc2C=Cc2ccccc21	/	-6
45	CC1CCN(C(=O)C2=NN(Cc3ccccc3F)c3ccccc3S2(=O)=O)CC1	8	-4
46	O=C1OC(c2ccccc2F)=N/C1=C/c1ccc(Cl)c(Cl)c1	21	2
47	CCOc1ccc(C2CC(c3c(Cl)cccc3Cl)n3nc(N)nc3N2)cc1 (configuration not stated)	21	-1
48	CCOC(=O)C1CCN(Cc2ccccc2)CC1=O (configuration not stated)	/	-3
49	O=C(Nc1ccccc1F)C1CC(=O)N(c2ccccc2F)C1 (configuration not stated)	-2	-4
50	CC(C)C(=O)NCc1csc(C2CCN(C(=O)c3ccc(F)cc3F)CC2)n1	-3	1

# Entries listed so far that have a Cl atom, in the order listed:
No.	Molecule	mHTT-CaM PPI inh	Pf apPOL inh
2	O=C(c1csc(COc2ccccc2Cl)n1)N1CCCCC1	-10	-5
8	CON=C1CCCc2c(C(=O)NNS(=O)(=O)c3ccccc3Cl)sc(SC)c21	/	5
20	Cc1cc(C)n(C(=O)CCC(=O)Nc2ccc(Cl)cc2Cl)n1	1	-10
22	O=C(CCS(=O)(=O)Cc1ccccc1Cl)NCc1ccccc1Cl	-12	-12
35	Cc1ccc(C2CCCN2C(=O)Cc2ccc(Cl)cc2)cc1 (configuration not stated)	58*	-1
37	Clc1cccc(-n2c(SCc3c(Cl)cccc3Cl)nnc2C2CC2)c1	/	5
42	COCCNC(=O)C1CCN(c2cc(Cl)ccc2C)C1=O (configuration not stated)	-1	-5
46	O=C1OC(c2ccccc2F)=N/C1=C/c1ccc(Cl)c(Cl)c1	21	2
47	CCOc1ccc(C2CC(c3c(Cl)cccc3Cl)n3nc(N)nc3N2)cc1 (configuration not stated)	21	-1

# Other structures.
No.	Molecule	mHTT-CaM PPI inh	Pf apPOL inh
51	COc1cccc(CNC(=O)C2(C)CCCN(C(=O)NCCC(C)C)C2)c1 (configuration not stated)	-3	3
52	CC1(C)OC2OC(C(=O)NCCC(=O)Nc3nccs3)C3OC(C)(C)OC3C2O1 (configuration not stated)	3	-5
53	CN1CCN(C(=O)Cn2cccc2-c2nc(-c3ccccc3)cs2)CC1	14	-7
54	O=C(CSc1nc2[nH]ncc2c(=O)n1-c1ccccc1)Nc1ccc(F)c(F)c1	14	-6
55	O=S(=O)(CCc1ccccc1)Nc1ccccc1	-13	-3
56	O=C(NC1CCN(Cc2ccccc2)CC1)c1ccc2c(c1)NC(=O)C1CCCCN21 (configuration not stated)	6	-5
57	O=C(c1cccc(F)c1)N1CCCC2(CC(c3cccnc3)=CO2)C1 (configuration not stated)	-5	-4
58	Cc1cc(F)ccc1NC(=O)c1cc(C(C)C)n2nccc2n1	-13	-1
59	Cc1cc([N+](=O)[O-])c(N2CCOCC2)cc1NC(=O)c1sc2ccccc2c1Cl	2	-10
60	CCCCCCNC(=O)C1CC(=O)N(CCc2c[nH]c3ccc(C)cc23)C1 (configuration not stated)	11	-5
61	CCOc1cccc(CNC(=O)c2ccc(NC(C)=O)cc2N2CCCCC2)c1	14	0
62	O=C(NCC1OCCc2ccccc21)c1ccccc1 (configuration not stated)	-12	-5
63	COc1ccc(-c2n[nH]c(C)c2NC(=O)C2CCCC2)cc1OC	12	4
64	N#Cc1ccc(NC(=O)CCc2ccccc2)cc1	-15	-3
65	Cc1cc(S(=O)(=O)Nc2ccccn2)c(Cl)cc1Cl	2	-5
66	O=C(CN1C(=O)/C(=C/c2ccccc2F)Sc2ccccc21)NCc1ccccc1Cl	1	10
67	c1nnc2c3c4c(sc3n3cnnc3n12)CCC4	5	-2
68	O=C(O)c1ccc(C(=O)c2ccccc2)o1	1	0
69	CCOC(=O)c1csc(-c2ccc(Cl)cc2)n1	/	-14&-13
70	CCc1ccc(S(=O)(=O)N2CCC(c3nc(CNC(C)=O)cs3)CC2)cc1	2	-2
71	Cc1ccc(C)c(NC(=O)c2c(C)cc(Cl)nc2Cl)c1	2	-5
72	Cc1ccc(-c2nc(C=Nc3ccccc3)c(O)o2)cc1	12	-2
73	Cc1nn2c(=O)/c(=C/c3ccccc3F)sc2nc1=O	2	-4
74	CCN(CC)C(=O)c1ccc(-c2nnc(Nc3cccc(O)c3)c3ccccc23)cc1	49	-8
75	COCCCNC(=O)C1CCN(Cc2cc3ccccc3n2Cc2ccccc2C)CC1	64*	2
76	CC1(C(=O)NCc2ccc3c(c2)OCO3)Oc2cccnc2NC1=O (configuration not stated)	-4	5
77	CCN(CC)S(=O)(=O)c1ccc(C(=O)Nc2c3c(nn2C(C)(C)C)CS(=O)C3)cc1 (configuration not stated)	-1	-39
78	Cc1ccc(C2C3=C(CCCC3=O)Nc3c2c(=O)n(C)c(=O)n3C)o1 (configuration not stated)	11	12
79	COc1ccc(NC(=O)c2cc3cc(Br)cc(Br)c3oc2=O)cc1	3	4
80	COc1ccc(S(=O)(=O)Nc2ccc(C)cc2C)c2cccnc12	6	0
81	O=c1cc(-c2ccc(O)cc2)oc2cc(O)cc(O)c12	/	6
82	Cc1ccc(N(C)S(=O)(=O)c2ccc3[nH]cc(C(=O)N4CCC(C)CC4)c(=O)c3c2)cc1C	32	-21
83	CCc1nnc(NC(=O)COc2ccc(C)cc2)s1	1	-4
84	O=C(c1ccc(F)cc1)N1CCC(N2CCC(C(=O)N3CCOCC3)CC2)CC1	1	-5
85	O=C(CN1CCC(c2nc(-c3ccccc3)no2)CC1)NC1CCCCC1	-3	-1
86	O=C(NCCc1ccccc1)C1CCN(S(=O)(=O)N2CCC3(CC2)OCCO3)CC1	4	-15
87	COc1ccc(C2CCCN2C(=O)Nc2ccc(Br)cc2F)cc1 (configuration not stated)	-4	-8
88	CC1CC(C)CN(S(=O)(=O)N2CCC(C(=O)NC3CCCCCCC3)CC2)C1 (configuration not stated)	-6	-10
89	COc1ccccc1NC(=O)c1cc(S(=O)(=O)NCCC2=CCCCC2)ccc1F	14	-2
90	O=C(NCc1ccco1)c1ccc2c(c1)nc1n2CCCCC1	-2	3
91	Cc1oc2cc(OC(=O)c3ccco3)ccc2c(=O)c1-c1ccc(Br)cc1	1	1
92	CN1CC(=Cc2cccs2)C(=O)C(=Cc2cccs2)C1	/	-6
93	Cc1cc(NC(=O)C2CCN(S(=O)(=O)c3ccc(F)cc3)CC2)n(C)n1	-8	0
94	CCS(=O)(=O)c1ccc2nc(SCc3ccccc3Cl)oc2c1	-20	-4
95	CCOc1ccc(CN2CCC(C(=O)N(CCO)Cc3ccccc3)CC2)cc1	5	-6
96	O=C(COc1ccccc1F)OCc1cc(-c2cc3ccccc3o2)on1	-8	-9
97	Cc1ccsc1C(O)CNC(=O)C(=O)NCc1ccc(F)cc1 (configuration not stated)	-8	4
98	O=C1/C(=C/c2ccsc2)CS/C1=C\c1ccsc1	63*	-6
99	COc1ccccc1NC(=O)CSc1nnnn1-c1ccc(C)c(Cl)c1	-13	-2
100	COc1ccc(-c2coc3c2c(C)cc2oc(=O)c4c(c23)CCC4)cc1F	-9	-2

# The results go on.
No.	Molecule	mHTT-CaM PPI inh	Pf apPOL inh
101	Cc1c(C(=O)O)oc2c1C(O)CCC2 (configuration not stated)	3	-9
102	CCCc1cc(C2CCCN2C(=O)Cn2nc(C(F)(F)F)c3c2CCCC3)no1 (configuration not stated)	6	-1
103	Cn1cc(Cl)c(C(=O)N2CCCC2c2ccc(F)cc2)n1 (configuration not stated)	-7	-8
104	Cc1ccc(C2CC(C(F)(F)F)n3nc(C(=O)NCc4ccco4)cc3N2)cc1 (configuration not stated)	12	-2
105	NCCNc1ccc(C(=O)Nc2cccc(Cl)c2)cc1[N+](=O)[O-]	29	41
106	CCc1cccc(N2C=C(C#N)S(=O)(=O)c3ccc(C)cc32)c1	-4	1
107	O=C(NCCC1CCN(C(=O)c2ccccc2)CC1)c1ccccc1F	31	-2
108	CCOC(=O)CCC(=O)Nc1ccc(CC(=O)NC)cc1	-17	-4
109	CC(C)Cn1c(C2CCN(C(=O)CCc3ccccc3)C2)nc2ccncc21 (configuration not stated)	-3	-4
110	O=C(Nc1ccc(F)c(F)c1)c1cc(S(=O)(=O)N2CCN(c3ccccn3)CC2)ccc1F	23	-6
111	COCCNc1nc2c(c(=O)n(C)c(=O)n2C)n1Cc1ccc(Cl)cc1Cl	0	-11
112	CC(C)CNC(=O)c1ccnc(N2CCNC(c3ccccc3)C2)c1 (configuration not stated)	-4	0
113	O=c1c2nc(-c3cccs3)cn2ccn1-c1ccc(F)cc1	-4	1
114	Cc1cc(OCc2nc(C(=O)N3CCCCC3)cs2)ccc1Cl	16	-2
115	Cc1cc(O)cc(O)c1-c1n[nH]c(C)c1Oc1ccccc1	5	6
116	Cc1oc(C2CCN(C(=O)Nc3ccc4c(c3)CCC4)CC2)nc1C(=O)N(C)C	7	0
117	CCOc1ccccc1OCCOc1ccccc1F	-55	-6
118	CC(=O)Nc1c2c(nn1-c1ccc(Cl)cc1)CS(=O)(=O)C2	6	0
119	COc1ccc(/C=C2N=C(/C=C/c3ccc(Cl)cc3Cl)OC\2=O)c(OC)c1OC	2	2
120	Cc1c(N=Cc2ccccc2O)c(=O)n(-c2ccccc2)n1C	0	-4
121	O=C(O)c1ccccc1C(=O)NCC1CCCO1 (configuration not stated)	-6	-4
122	O=C(NCC1CCCO1)C1CCN(c2nccnc2Sc2ccccc2)CC1 (configuration not stated)	-9	-4
123	Cc1ccc(C(C)(C)C)c(OCCNCCN)c1	4	4
124	COC(=O)C1C2CC3c4[nH]c5cc(OC)ccc5c4CCN3CC2CC(OC(=O)c2cc(OC)c(OC)c(OC)c2)C1OC (configuration not stated)	/	0
